PGC1a acetyl inh: lowers PGC1a acetylation signal in U2OS cells | AlphaScreen anti-acetyl-lysine; with virally co-expressed GCN5 acetyltransferase | inhibition, % at 15.6 µM | hit rate 0.17% among 350,000;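 active = every replicate shows inhibition of at least 40%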;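 also: 0% = neutral control wells and 100% = positive control wells; some results beyond the cut were filed as inactive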
Cneo AK release: causes C. neoformans cell lysis; adenylate kinase release luminescence, 4 h; normalised: neutral wells 0, clomiphene wells 100; lysis activity, % at 15 µM; hit rate 0.2% among 360,000;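 active = mean lysis activity across replicates of at least 80%, whatever share of replicates individually reach that level; inactive = mean lysis activity below 80%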
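Material: C. neoformans cells | Amount: Yeast cell density of 5 × 10^6 cells/mL | Medium: Fresh YPD growth medium | Dosing: Single dose | Times: Static 4 h at 37 °C with compound, 1 h detection | Detection: AK luminescence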
miR122 inh: blocks miR-122 activity in Huh7 sensor cells; hit rate 0.3% among 340,000; Huh7 miR-122 Renilla luciferase sensor, 48 h; neutral wells = 0, positive control = 100; activation (reporter increase), % at 12.5 µM;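 active = mean replicate activation score at least 90 and every replicate individually at or above 90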;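 also: higher luciferase means less miR-122 activity so hits act as miR-122 inhibitors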
PglD inh: PglD (C. jejuni) enzyme inhibition; purified PglD enzyme, DTNB colorimetric CoA detection; inhibition, % at 12.5 µM; hit rate 0.098% among 360,000; AID 602405; in the data active = inhibition above about 16%, passing the limit was not always enough; also: strong numbers were not always called active
RAD52 inh: inhibitors of human RAD52 DNA annealing | P43351 | recombinant RAD52 DNA annealing, FRET fluorescence | inhibition, % at 18.7 µM | hit rate 0.46% among 360,000 | AID 651710;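 active = every replicate showing at least 50% inhibition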
E-sel inducer: induces E-selectin expression in human endothelial cells | activation, % at 7.58 µM | hit rate 0.37% among 260,000 | HUVEC E-selectin immunofluorescence imaging; normalized: neutral wells 0, TNF-alpha wells 100 | P16581 | AID 686992;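 active = mean E-selectin-positive cell signal at least 10% of the positive control, reached in at least 60% of replicates, without over 20% cell loss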;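 also: in these data hits start at about 27%; measured in HUVEC primary endothelial cells; signal is the percent of cells scored E-selectin positive by PE staining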
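Test system: HUVEC; input: 3,000 HUVEC/well; measured by: immunofluorescence imaging; read-out: % PE-positive cells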
ERAP1 inh: inhibitors of human ERAP1 aminopeptidase; AID 652197; inhibition, % at 10.7 µM; hit rate 0.15% among 340,000; recombinant ERAP1, Leu-AMC fluorescence, 60 min; Q9NZ08;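 active = mean replicate inhibition of at least 30%, or all replicates individually reaching that 30% level; inactive = mean below 30% and not every replicate reaching it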;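 also: 0% = neutral control wells and 100% = L-leucinethiol positive control wells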
Target sequence (Q9NZ08 whole entry, looked up): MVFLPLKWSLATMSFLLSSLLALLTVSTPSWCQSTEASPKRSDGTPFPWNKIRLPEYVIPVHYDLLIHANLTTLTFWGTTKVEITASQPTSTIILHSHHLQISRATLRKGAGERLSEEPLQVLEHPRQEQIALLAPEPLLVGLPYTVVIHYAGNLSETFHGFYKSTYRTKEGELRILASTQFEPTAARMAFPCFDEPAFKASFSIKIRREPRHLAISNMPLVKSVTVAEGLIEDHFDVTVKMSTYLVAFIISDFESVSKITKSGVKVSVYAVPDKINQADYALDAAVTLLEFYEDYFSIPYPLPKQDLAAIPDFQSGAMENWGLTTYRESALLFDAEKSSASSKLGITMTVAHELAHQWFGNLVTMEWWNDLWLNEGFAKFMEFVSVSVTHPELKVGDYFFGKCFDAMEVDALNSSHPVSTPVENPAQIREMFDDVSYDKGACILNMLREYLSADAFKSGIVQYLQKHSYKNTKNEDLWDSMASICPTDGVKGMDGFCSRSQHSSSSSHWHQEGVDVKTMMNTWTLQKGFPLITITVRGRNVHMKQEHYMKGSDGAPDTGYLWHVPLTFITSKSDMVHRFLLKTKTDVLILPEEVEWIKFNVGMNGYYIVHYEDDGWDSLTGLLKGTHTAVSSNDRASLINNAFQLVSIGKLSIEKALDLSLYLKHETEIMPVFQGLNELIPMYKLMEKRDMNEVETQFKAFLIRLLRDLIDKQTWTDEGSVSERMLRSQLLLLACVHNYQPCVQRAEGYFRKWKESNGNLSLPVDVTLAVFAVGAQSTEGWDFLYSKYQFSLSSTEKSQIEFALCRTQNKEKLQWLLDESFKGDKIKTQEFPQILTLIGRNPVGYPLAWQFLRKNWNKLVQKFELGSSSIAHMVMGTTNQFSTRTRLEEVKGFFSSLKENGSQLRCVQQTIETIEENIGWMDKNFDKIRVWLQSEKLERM
RAD54 branch: blocks human RAD54 Holliday junction branch migration | Q92698 | hit rate 0.14% among 360,000 | inhibition, % at 10.4 µM | AID 602329 | FAM/BHQ fluorescence;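 active = mean normalized replicate activity at least 40 and at least half of replicates scoring 40 or more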;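 also: 0% = median of neutral control wells and 100% = median of positive control wells; inhibitors cause a drop in the FAM fluorescence signal; in these data hits start at about 50%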
Numbers without * were called inactive; / = no result given; & = joins results of further samples; [ ] = remark or other dose. Compounds were not picked by outcome, and some 1.4% of all compounds hit somewhere here.

molecule	PGC1a acetyl inh	Cneo AK release	miR122 inh	PglD inh	RAD52 inh	E-sel inducer	ERAP1 inh	RAD54 branch
CCOC(=O)N1CCN(CCC(=O)Nc2cccc(Br)c2)CC1	-23.0	4.7&3.0	-3.7&-3.5	-8.6&2.2	/	-2.1	/	0.6&0.0
CC1CC(C)(C)NC(=S)N1CCCC(=O)Nc1ccc(Br)cc1 (configuration not stated)	-9.2	1.4	0.3	-0.5	-14.1	6.6	-0.4	-0.6
C[C@@H]1CN([C@H](C)CO)C(=O)Cc2cc(NC(=O)Nc3ccccc3)ccc2O[C@H]1CN(C)Cc1ccc(Oc2ccccc2)cc1	-6.4	0.9	11.6[16.7 µM]	0.7	-3.5	-0.5	1.7	7.7
O=C(/C=N/O)Nc1ccc2sc3ccccc3c2c1	-4.6	-2.2	1.3	-0.3	-10.3	0.1	/	0.0
Cc1cccc(C)c1N=Nc1c(C)cc(O)cc1C	-5.6	7.8	35.8	4.0	1.5	0.8	-4.7	4.5
Cc1cccc(NC(=S)NCc2ccco2)c1C	-0.9	1.8	1.0	0.7	-16.6	-0.9	-0.8	5.0
CCOC(=O)c1ccc(NC(=O)COC)cc1	8.1	0.0	1.2	12.5	/	/	/	2.0
O=c1c2c3c(sc2n(CCN2CCOCC2)c(=O)n1Cc1ccco1)CCCCC3	-12.9	0.1	-5.9	-4.1	/	/	/	-2.6

New compounds follow:
molecule	PGC1a acetyl inh	Cneo AK release	miR122 inh	PglD inh	RAD52 inh	E-sel inducer	ERAP1 inh	RAD54 branch
COc1cc(NC(=O)CN2CCN(c3ccccc3F)CC2)cc(OC)c1	-3.0	-1.2	-4.4	4.4	/	/	/	-2.8
O=C(NCc1ccccc1)C1CCCN(c2ncnc3c2nc2n3CCCCC2)C1 (configuration not stated)	-26.0	-11.2	-0.6	-8.3	-10.8	/	1.8	0.8
Cc1ccc(OC(=O)c2cccc(S(=O)(=O)N3CCN(C)CC3)c2)c(Br)c1	-2.5	0.9	2.0	-6.9	-5.8	-0.3	2.5	4.9
Cc1nc2c3cc(Cl)ccc3n(CCN3CCCCC3)c2s1	-14.8	3.9	7.5	3.7	/	/	/	17.7
COc1ccc(CN(C(=O)c2ccccc2Br)C2CCS(=O)(=O)C2)cc1 (configuration not stated)	0.7	2.7	-5.7	1.0	-3.4	0.4	5.0	8.2
C[C@H]1CN([C@@H](C)CO)C(=O)Cc2cc(NC(=O)Cc3cn(C)c4ccccc34)ccc2O[C@@H]1CN(C)C(=O)Nc1ccc2c(c1)OCO2	1.1	-1.7	7.2[16.7 µM]	0.3	12.5	2.1	-3.5	-0.7
CCS(=O)(=O)c1ccc(O)c(NC(=O)COc2ccc(Br)cc2)c1	96.8*	/	-7.9	/	-8.9	/	7.7	/
CC(=O)c1ccc(NC(=O)C(C)OC(=O)CCCN=C2NS(=O)(=O)c3ccccc32)cc1 (configuration not stated)	2.6	-1.3	-4.1	1.4	4.4	-1.9	-1.0	1.6

Later entries:
molecule	PGC1a acetyl inh	Cneo AK release	miR122 inh	PglD inh	RAD52 inh	E-sel inducer	ERAP1 inh	RAD54 branch
O=C(CN1C(=O)NC(Cc2c[nH]c3ccccc23)C1=O)NCCc1ccccc1 (configuration not stated)	/	0.4	/	-1.1	-14.8	-0.2	5.8	-8.3
CCOC(=O)C1CCN(C(=O)Nc2cccc(OC)c2)CC1	-0.7	-3.0	-5.4	2.2	-5.7	0.2	2.4	-5.0
O=C(C[C@@H]1CC[C@@H]2[C@H](COC[C@H](O)CN2C(=O)Cc2ccccc2)O1)NC1CCC1	0.5	-3.0	2.8[16.7 µM]	-0.4	29.8	0.1	-8.5	6.2
COc1ccc(NC(=O)CC2C(=O)N(c3ccc(OC)cc3)C(=O)N2C(C)C)cc1 (configuration not stated)	1.7	-0.2	/	0.5	/	/	/	7.6
CO[C@H](CN(C)S(=O)(=O)c1ccc(F)cc1)[C@@H](C)CN(Cc1ccccc1Cl)[C@@H](C)CO	-6.3	51.1	/	-1.7	5.4	0.0	0.8	3.0
Cc1ccc(CN2CCN(/N=C\C=C\c3ccccc3)CC2)cc1	3.0	-1.4	4.9	4.6	5.6	-5.3	0.3	-4.1
O=C(Nc1cc(F)ccc1F)N[C@@H]1CC[C@H](CCn2cc(C3CCCCC3)nn2)O[C@H]1CO	-2.0	-6.2	/	-3.2	0.6	0.0	1.1	-1.4
COCC(=O)N(C)C[C@H]1[C@H](c2ccccc2)[C@@H](CO)N1C(=O)Cc1cccnc1	5.1	4.3	58.3[16.7 µM]	-0.7	-10.1	-0.2	-2.0	1.6

Later entries:
molecule	PGC1a acetyl inh	Cneo AK release	miR122 inh	PglD inh	RAD52 inh	E-sel inducer	ERAP1 inh	RAD54 branch
O=S(=O)(NCc1ccc2c(c1)OCO2)c1cccc(S(=O)(=O)N2CCOCC2)c1	-11.8	4.4	4.4	2.4	/	/	/	-8.7
CN(Cc1ccccc1)S(=O)(=O)c1ccc(Cl)c(C(=O)NCc2ccncc2)c1	/	-0.6	10.3	4.5	-6.0	0.4	-5.6	-15.9
Cc1cc(C)n(Cc2cccc(C(=O)N/N=C/c3cccnc3)c2)n1	/	5.2	/	-0.4	-5.9	-0.1	-8.6	10.5
CCCC(c1nnnn1C1CCCCC1)N1CCN(C2CCCC2)CC1 (configuration not stated)	6.2	5.5	6.3	-2.1	/	/	/	-17.4
Brc1cccc(OCCn2ccnc2)c1	10.8	1.4	1.9	4.5	/	/	/	-2.7
NC(=O)c1cc(Cl)cn(-c2ccccc2)c1=O	-3.6	0.7	-2.8	-4.3	-2.4	-0.2	-2.4	2.9
COC(=O)C1CCN(S(=O)(=O)c2cc3c4c(c2)CCN4C(=O)CC3)CC1	/	/	1.9	/	-4.7	1.6	-1.3	/
CCc1sc(C(=O)NCc2ccccc2)cc1C	-4.7	/	/	/	-13.7	0.0	3.4	/

The list continues.
molecule	PGC1a acetyl inh	Cneo AK release	miR122 inh	PglD inh	RAD52 inh	E-sel inducer	ERAP1 inh	RAD54 branch
O=C(N/N=C/c1cc(Cl)cc([N+](=O)[O-])c1O)c1cc(-c2ccccn2)nc2ccccc12	11.7	/	6.0	/	-6.9	/	-4.4	/
Cc1ccc(S(=O)(=O)Nc2ccc(-n3cnnn3)cc2)cc1	/	-6.8	/	5.0	-1.7	0.0	2.4	-5.9
COC(C[C@@H]1O[C@H]1C(=O)[C@@H](C)OCc1ccccc1)OC	-11.7	-1.8	0.7	3.1	-3.7	0.0	4.4	-3.2
Cc1cccc(C)c1-n1nnnc1SCC(=O)c1c(N)n(C2CC2)c(=O)[nH]c1=O	8.1	-1.1	-5.8	-5.1	-12.6	/	-0.2	-10.8
O=C(c1ccc(COCC(F)(F)F)o1)N1CCCC1	-8.0	1.7	-2.0	0.1	15.6	-1.1	/	-11.3
CN(C)C(=O)c1cccc(-c2ccc([C@H]3[C@@H](CO)N4C(=O)CN(C(=O)C5CC5)C[C@@H]34)cc2)c1	-1.7	/	/	/	-14.1	0.1	0.4	/
COc1ccc(CN2CCC(C(=O)NC(C)c3cccc4ccccc34)CC2)cc1 (configuration not stated)	/	1.2	-9.0	-2.1	/	/	/	-2.7
COCCNC(=O)C(=O)NNC(=O)COc1ccc(OC)cc1	1.5	/	1.4	/	-11.4	/	6.5	/

Structures above that have an NH in an aromatic ring:
molecule	PGC1a acetyl inh	Cneo AK release	miR122 inh	PglD inh	RAD52 inh	E-sel inducer	ERAP1 inh	RAD54 branch
O=C(CN1C(=O)NC(Cc2c[nH]c3ccccc23)C1=O)NCCc1ccccc1 (configuration not stated)	/	0.4	/	-1.1	-14.8	-0.2	5.8	-8.3
Cc1cccc(C)c1-n1nnnc1SCC(=O)c1c(N)n(C2CC2)c(=O)[nH]c1=O	8.1	-1.1	-5.8	-5.1	-12.6	/	-0.2	-10.8

(list continues)
molecule	PGC1a acetyl inh	Cneo AK release	miR122 inh	PglD inh	RAD52 inh	E-sel inducer	ERAP1 inh	RAD54 branch
CSc1ccccc1OCc1cc(C(=O)N2CCCC(C)C2)no1 (configuration not stated)	2.1	-2.1	1.1	-6.3	-14.5	-1.6	-0.9	-1.7
CN(Cc1ccccc1F)c1cc2c(c3c1ccn3C)C1CCC2O1 (configuration not stated)	-25.4	-1.1	5.6	1.5	61.0*	0.0	-2.5	6.7
CC(Oc1ccccc1F)C(=O)NNC(=O)CCNC(=O)c1ccccc1Cl (configuration not stated)	/	2.9	-0.3	-1.0	-4.6	0.0	2.6	2.5
Cc1cccc(-c2nc(CSCC(=O)N3CCN(c4ccccn4)CC3)c(C)o2)c1	10.3	0.2	-2.8	5.0	/	/	/	3.1
O=C(CSc1nnc(-c2ccccc2O)o1)N1CCCCC1	/	-17.6	/	-3.1	-14.8	/	-1.5	0.0
Cc1ccc(C)c(S(=O)(=O)Nc2ccc(S(=O)(=O)Nc3onc(C)c3C)cc2)c1	8.2	2.3	-4.1	5.6	/	/	/	-4.5
C[C@@H]1CN([C@@H](C)CO)S(=O)(=O)c2ccc(-c3cccnc3)cc2O[C@H]1CN(C)C(=O)C1CCCCC1	0.1	-0.6	13.3[16.7 µM]	0.4	9.1	0.7	-0.1	-3.4
CC(=O)NC(CCC(=O)O)C(=O)O (configuration not stated)	39.8	0.7	-2.4	2.1	-6.6	1.0	0.6	4.3

The results go on:
molecule	PGC1a acetyl inh	Cneo AK release	miR122 inh	PglD inh	RAD52 inh	E-sel inducer	ERAP1 inh	RAD54 branch
Cc1ccccc1OCCn1ccnc1	9.3	4.7	1.8	3.6	-4.1	0.2	-1.2	7.5
C[C@@H]1CN([C@H](C)CO)C(=O)c2cc(NC(=O)NC3CCCCC3)ccc2O[C@@H](C)CCCCO[C@H]1CN(C)C(=O)Nc1ccc2c(c1)OCO2	1.3	-5.8	-6.6[16.7 µM]	0.5	/	0.1	/	2.2
CCCNC(=O)N1C[C@@H]2[C@H](c3ccccc31)[C@@H](CO)N2C(=O)c1ccccc1	2.2	-2.6	3.8[16.7 µM]	-2.8	-11.3	0.1	0.8	0.2
CCn1cc(C(=O)NCCN(C)C)c(=O)c2cc(F)c(N3CCN(C)CC3)cc21	/	0.9	/	1.6	-28.2	/	3.4	59.3*
COc1cc(CC(=O)OCC(=O)N2C(C)CCCC2C)cc(OC)c1OC (configuration not stated)	/	-2.6	-4.3	3.3	-13.9	1.3	1.1	-6.8
Cc1cccn2c(=O)c(/C=C(\C#N)C(N)=O)c(N3CCN(Cc4ccc5c(c4)OCO5)CC3)nc12	-18.1	-7.3	-3.7	-9.7	13.5	0.6	-36.2	-1.4
CC(C)(Oc1ccc(Cl)cc1)C(=O)Nc1cccc(S(=O)(=O)NC2=NCCC2)c1	/	2.0	/	-8.6	-5.9	0.0	0.7	6.1
CC(NC(=O)/C(C#N)=C/c1ccco1)c1ccccc1 (configuration not stated)	13.4	-0.6	-10.9	4.4	-42.4	-0.1	0.2	0.5
COc1ccc(NC(=O)CN(C)C(=O)c2ccc(N3CCCCCC3)c([N+](=O)[O-])c2)cc1	/	1.4	8.9	4.2	-15.2	-0.2	0.3	8.5
CCCCN(CC)C(=O)Cc1c(C(=O)O)[nH]c2ccc(Cl)cc12	-1.3	3.2	7.3	4.1	/	/	/	-3.7

Bioassay records as filed in PubChem.
